# Screens: PubChem BioAssay, The Scripps Research Institute Molecular Screening Center
# GPR151 activ = human GPR151 activation. Q8TDV0. PathHunter beta-arrestin GPR151 cells, luminescence. activation, % at 11.2 µM. actives 1% (n = 650,000); in the data active = activation above about 4.9%;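 also: 0% = median of compound wells and 100% = cells with positive control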
# FBW7 activator = human FBW7 E3 ligase activation, primary screen. Q969H0. AlphaScreen FBW7–phospho-cyclin E peptide binding, activator screen. normalized activity (activation), % at 26.1 µM. actives 0.13% (n = 650,000); in the data active = normalized activity above about 1.9%;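 also: purified mutant Fbw7 with reduced substrate affinity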
# Target sequence (Q969H0 whole entry, looked up): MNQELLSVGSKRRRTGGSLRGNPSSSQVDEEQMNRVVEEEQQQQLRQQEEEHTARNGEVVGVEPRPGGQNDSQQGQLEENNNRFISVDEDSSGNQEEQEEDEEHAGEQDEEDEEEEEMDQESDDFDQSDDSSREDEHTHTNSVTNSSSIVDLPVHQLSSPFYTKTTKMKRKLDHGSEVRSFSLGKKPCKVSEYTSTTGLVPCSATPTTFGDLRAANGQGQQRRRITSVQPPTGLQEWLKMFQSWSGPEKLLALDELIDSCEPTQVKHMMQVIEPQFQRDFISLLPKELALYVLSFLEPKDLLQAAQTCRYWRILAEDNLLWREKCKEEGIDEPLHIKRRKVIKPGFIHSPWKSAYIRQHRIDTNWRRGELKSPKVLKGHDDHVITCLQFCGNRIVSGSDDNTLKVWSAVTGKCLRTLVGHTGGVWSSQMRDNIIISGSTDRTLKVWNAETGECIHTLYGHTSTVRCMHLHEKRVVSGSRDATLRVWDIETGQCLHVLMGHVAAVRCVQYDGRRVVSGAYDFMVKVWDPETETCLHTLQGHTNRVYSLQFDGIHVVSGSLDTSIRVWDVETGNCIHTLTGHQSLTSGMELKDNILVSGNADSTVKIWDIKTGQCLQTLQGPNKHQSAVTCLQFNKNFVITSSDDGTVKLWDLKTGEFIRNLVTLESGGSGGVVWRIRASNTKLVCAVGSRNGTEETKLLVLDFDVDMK
# TEAD-YAP inh = TEAD-YAP interaction inhibition. HEK-TIYL cells, TEAD-Gal4/YAP UAS-luciferase luminescence. inhibition, % at 9.12 µM. actives 1.4% (n = 640,000). AID 1259422; in the data active = inhibition above about 32%;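 also: 0% = median of test compound wells and 100% = reference inhibitor wells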
# MITF primary = blocks human microphthalmia-associated transcription factor; O75030; AID 1259374; inhibition, % at 2.6 µM; AlphaScreen MITF homodimerization, bead proximity signal; actives 0.91% (n = 650,000); in the data active = inhibition above about 50%;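 also: 0% = vehicle wells with protein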
# An asterisk follows results filed as active.
SMILES,GPR151 activ,FBW7 activator,TEAD-YAP inh,MITF primary
CCn1c(O)c(C=Nc2ccc(C)cc2)c(=O)[nH]c1=S,2.5,0.7,-1,18
Cc1ccsc1-c1nnc(NC(=O)c2cccs2)s1,-0.9,0.2,-5,12
CCOC(=O)C(=O)NCC1CCCN1S(=O)(=O)c1ccccc1 (stereo not given),2.8,0.1,3,-7
CC1(C)CC(=O)C2=C(C1)Nc1nc(-c3ccccc3)nn1C2c1ccccc1 (stereo not given),-0.2,0.2,0,29
Cc1cc(C)c(OCC(=O)O)c(Br)c1,1.0,-0.1,-3,-3
Cc1ccccc1N1C(=O)c2cccc([N+](=O)[O-])c2C1=O,-0.5,0.2,3,-10
COc1cc2nc(CN(C)C(C)c3ccon3)nc(N3CCCCC3)c2cc1OC (stereo not given),-0.1,0.0,-1,-4
O=C(CCBr)NC(=O)Oc1ccccc1Cl,-0.9,0.0,-12,5
O=C(CCCC1=NS(=O)(=O)c2ccccc2N1)NCCc1ccccc1,1.9,-0.1,10,-5
O=C(NCc1ccco1)c1ccc2c(c1)N(Cc1ccccc1)C(=O)CS2,1.1,0.0,22,4
O=C(Nc1ccccc1C(=O)N1CCCCC1)c1cccs1,0.8,0.0,9,1
CC(C(=O)NC1CCCC1)N(Cc1ccccc1)C(=O)c1ccc(Cl)nc1 (stereo not given),-0.4,0.2,4,3
Cc1nn(-c2ccccn2)c2c1C(=O)/C(=C/Nc1cccc(C(F)(F)F)c1)CC2,0.0,0.2,10,11
O=C(CNc1ccc(F)cc1)c1ccccc1,0.3,0.1,-4,12
CN(C)CCCNC(=O)c1cccc(CN(C(=O)c2nc3ccc(-c4cn[nH]c4)cc3s2)C2CC2)c1,-0.7,0.9,-3,60*
NS(=O)(=O)c1ccc(NC(=O)c2ccc(-c3nc4ccccc4s3)s2)cc1,1.4,0.0,-2,14
Cc1ccc(C)c(-n2c(N)c(C(=O)NC3CCCCC3)sc2=S)c1,0.7,-0.1,-1,3
CCCCNC(=O)CCn1nc(-c2ccccc2)c2ccccc2c1=O,0.1,-0.1,-3,3
O=c1o[nH]c(-c2ccnc(Nc3ccc(N4CCOCC4)cc3)c2)c1-c1ccc(F)cc1,1.2,-0.2,-16,-8
COc1ccc(C2(C(=O)N3CCC4(CC3)NC(=O)c3cc(Cl)ccc3N4)CC2)cc1,0.5,0.0,-6,-1
Cc1ccc2c(COC(=O)[C@H](C)NC(=O)c3ccccc3)cc(=O)oc2c1,-1.1,-0.2,8,-5
COCCCNC(=O)c1nnc(Cc2c(F)cccc2Cl)o1,0.1,-0.1,-25,9
CCCN(CCC)c1ncnc2c1c(-c1ccccc1)cn2-c1cccc(Cl)c1,0.3,0.2,5,7
Cn1ccnc1C1(O)CC2CCC(C1)N2C(=O)C1CCCO1 (stereo not given),-0.6,0.1,-7,10
CCOC(=O)c1oc2ccccc2c1NC(=O)c1ccc(F)c(F)c1,0.1,1.3,-18,1

# Three records drawn at random from the list so far:
SMILES,GPR151 activ,FBW7 activator,TEAD-YAP inh,MITF primary
Cc1ccsc1-c1nnc(NC(=O)c2cccs2)s1,-0.9,0.2,-5,12
CCn1c(O)c(C=Nc2ccc(C)cc2)c(=O)[nH]c1=S,2.5,0.7,-1,18
O=C(CCCC1=NS(=O)(=O)c2ccccc2N1)NCCc1ccccc1,1.9,-0.1,10,-5

# (next part)
SMILES,GPR151 activ,FBW7 activator,TEAD-YAP inh,MITF primary
CC1=C/C(=C\c2c(O)n(C)c(=O)n(C)c2=O)C(C)=N1,0.1,0.1,6,6
CN(CC(=O)NCc1cccnc1)S(=O)(=O)c1cc(Cl)ccc1Cl,1.2,-0.1,-2,-1
Cc1ccc2c(c1)NC(=O)C(CC(=O)Nc1cccc(C(F)(F)F)c1)O2 (stereo not given),-0.5,0.7,10,7
COC(=O)Nc1nnc(-c2cccs2)s1,-2.6,-0.2,-27,-7
Cc1nnc2ccc(SCC(=O)N3CCCC(c4ccccc4)CC3)nn12 (stereo not given),1.3,-0.1,-21,6
Cc1c(C(=O)Nc2cccc(C(F)(F)F)c2)sc2ncn(CC(=O)N3CC(C)CC(C)C3)c(=O)c12 (stereo not given),-1.6,0.5,0,5
COc1ccc(CSc2ncnc3sccc23)cc1F,-0.8,0.6,-19,12
Cc1cnc(SCc2ccccn2)nc1C1CCCN(C(=O)c2ccc3c(c2)OCO3)C1 (stereo not given),-0.5,0.1,9,12
O=C(c1ccc(OCc2ccc3ccccc3n2)cc1)N1CCN(c2ccccc2O)CC1,-1.2,-0.3,-8,-3
CCOC(=O)c1c(-c2ccc(C)c(C)c2)csc1N,-0.7,0.0,-4,9
CCn1cc(C(=O)N(C)c2cc(C)ccc2OC)c2cc(OC)c(OC)cc2c1=O,1.4,0.1,-10,-4
O=S(=O)(c1ccc(Cl)cc1)n1nc(-c2cccnc2)nc1NCc1ccco1,-0.5,0.2,2,10
O=C(Cn1c2ccccc2c(=O)c2ccccc21)Nc1ccccc1C(F)(F)F,-1.0,0.1,8,1
O=C(COc1ccccc1)Nc1nnc(SCC(=O)N2CCCCC2)s1,0.1,-0.1,-5,-2
CSc1nc(C)cc(OCCNC(=O)Nc2ccccc2)n1,-0.3,0.2,7,12
CCOc1ccc(CC(=O)C2C(=O)CC(C)(C)CC2=O)cc1OCC,0.6,-0.1,9,7
O=C(NCCc1c[nH]c2ccccc12)C1CC12CCN(C(=O)C1Cc3ccccc3O1)CC2 (stereo not given),-0.9,-0.1,3,-5
C=CCC(NCCc1ccccc1)c1ccco1 (stereo not given),0.7,1.2,-2,8
O=S(=O)(c1ccc(-c2nc3ccccc3s2)cc1)N1CCOCC1,-1.1,-0.1,0,1
CCOC(=O)c1sc(NC(=O)COc2cccc(C(F)(F)F)c2)c(C(=O)OCC)c1C,1.2,0.1,-7,-8
CCC(=O)N1CCN=C1SCc1cccc([N+](=O)[O-])c1,0.5,-0.3,-1,0
COc1cc(OC)cc(C(=O)Nc2cccc(NC(C)=O)c2)c1,-0.2,0.1,11,0
Cc1ccc(C)c(NC(=O)c2ccc(=O)[nH]n2)c1,-2.0,-0.1,-8,6
c1ccc(Nc2nc(-c3ccncc3)cs2)nc1,-5.5,-0.2,-28,2
Nc1nc(CN2CCN(c3ccc(F)cc3)CC2)nc(Nc2ccccc2)n1,1.2,-0.3,2,11

# Structures above containing bromine:
SMILES,GPR151 activ,FBW7 activator,TEAD-YAP inh,MITF primary
Cc1cc(C)c(OCC(=O)O)c(Br)c1,1.0,-0.1,-3,-3
O=C(CCBr)NC(=O)Oc1ccccc1Cl,-0.9,0.0,-12,5

# Taken from above.
# FBW7 activator, Cc1cc(C)c(OCC(=O)O)c(Br)c1 stands at -0.1
# TEAD-YAP inh, Nc1nc(CN2CCN(c3ccc(F)cc3)CC2)nc(Nc2ccccc2)n1 stands at 2
# GPR151 activ, Cc1ccc2c(COC(=O)[C@H](C)NC(=O)c3ccccc3)cc(=O)oc2c1 stands at -1.1
# MITF primary, COC(=O)Nc1nnc(-c2cccs2)s1 stands at -7

# (further entries)
SMILES,GPR151 activ,FBW7 activator,TEAD-YAP inh,MITF primary
O=C(OCc1ccccc1)N1CCCN(CCc2ccncc2)CC1,-0.1,1.9*,-11,5
O=C(Nc1ccc(OC(F)(F)F)cc1)c1nn2c(C(F)(F)F)cc(-c3ccc(Br)cc3)nc2c1Cl,0.4,0.1,2,2
CCn1c(SCC(=O)N2CCc3ccccc32)nnc1C(C)C,-0.8,0.1,-3,-8
CN(C)C(=S)SCC(=O)O,-1.4,0.5,-7,-2
c1ccc(-c2nnc(SCC3(c4ccccc4)OCCO3)o2)cc1,-0.3,0.2,-18,-2
O=C1C2C3C=CC(C2C(=O)N1c1ccccn1)C1C2C(=O)N(c4ccccn4)C(=O)C2C31 (stereo not given),0.0,0.0,3,-5
CCOc1cccc(CN2CCC(n3nccc3NC(=O)c3ccc4c(c3)OCO4)CC2)c1,-0.4,-0.1,7,-11
CCOC(=O)C1=C(C)NC2=C(C(=O)CC(c3ccc(OC)cc3)C2)C1c1ccc(O)cc1 (stereo not given),2.0,0.4,9,9
Cc1ccc(S(=O)(=O)C2(C(=O)NCc3ccc4c(c3)OCO4)CC2)cc1,-1.0,0.6,8,6
COc1cc(-c2c(C#N)c(N)nc3[nH]c(=S)[nH]c(=O)c23)ccc1O,-0.8,0.1,7,-3
c1ccc(Nc2cccc(-c3ccnc(Nc4ccc(-c5ncn[nH]5)cc4)n3)c2)cc1,2.1,0.7,14,10
CC1=C(C(=O)OC(C)C)C23C(=O)c4ccccc4C2(O1)OC(N)=C3C#N (stereo not given),-1.6,0.3,1,9
O=C(CSc1cccc[n+]1[O-])NC(=O)C1COc2ccccc2O1 (stereo not given),-0.2,0.3,-8,-8
Cc1ccccc1OCC(=O)Nn1c(=S)[nH]c2ccccc2c1=O,0.0,-0.2,1,1
CCOC(CNC(=O)c1ccc2c(c1)ncn2-c1cc(OC)c(OC)c(OC)c1)OCC,-0.4,0.6,-13,2
COc1ccc(N)c(S(=O)(=O)N2CCCCC2)c1,-0.3,-0.1,-3,-5
O=C(Nc1c2c(nn1-c1ccccc1)CS(=O)(=O)C2)C12CC3CC(CC(C3)C1)C2,1.2,-0.1,-11,9
Nc1nonc1-n1nnc(C(=O)N/N=C/c2cccc(F)c2)c1CN1CCCCC1,0.8,0.3,-1,12
COc1ccc(S(=O)(=O)NC(N)=NCCc2c[nH]c3ccccc23)cc1OC,3.9,-0.1,-5,0
Cc1cc(NCc2nc3ccccc3[nH]2)nc(Cl)n1,1.4,-0.1,2,-9
O=C(CN1CCN(S(=O)(=O)c2ccc3c(c2)OCCO3)CC1)c1ccco1,-0.8,0.1,3,4
COc1ccc(Br)c(C(=O)Nc2cc(C(=O)Nc3ccc(F)c(F)c3)ccc2N2CC3CC(C2)c2cccc(=O)n2C3)c1 (stereo not given),0.5,0.1,0,10
O=C(O)C1CCN(S(=O)(=O)c2ccc(Br)s2)CC1,-1.0,0.2,6,9
CCN1CCN(C(c2ccc3ncccc3c2)c2nnnn2C(C)(C)CC)CC1 (stereo not given),-0.1,0.0,-7,6
O=C(OC1CCOC1=O)c1ccccc1C(=O)c1ccc(Cl)c([N+](=O)[O-])c1 (stereo not given),3.1,-0.1,5,16
Cc1ccc(Cl)cc1NC(=S)N(CCCN1CCCCC1)Cc1ccco1,0.2,-0.3,-2,2
Cc1cc(Cl)ccc1NC(=O)/C(=C\c1ccccc1)c1ccccc1,-1.9,0.7,-3,-2
CC(C)CN(C)C(=O)CC1C(=O)NCCN1Cc1ccccc1C(F)(F)F (stereo not given),-0.1,0.0,4,-6

# 3 entries from above, with two lines to a compound:
# Value order: GPR151 activ, FBW7 activator, TEAD-YAP inh, MITF primary
CC1(C)CC(=O)C2=C(C1)Nc1nc(-c3ccccc3)nn1C2c1ccccc1 (stereo not given)
→ -0.2, 0.2, 0, 29
Cc1cc(C)c(OCC(=O)O)c(Br)c1
→ 1.0, -0.1, -3, -3
Cc1ccccc1N1C(=O)c2cccc([N+](=O)[O-])c2C1=O
→ -0.5, 0.2, 3, -10
